Compound activity deposited in PubChem by National Center for Advancing Translational Sciences (NCATS).
Abeta rescue – qHTS for compounds that reverse cellular toxicity of Amyloid beta (A-beta) peptide in yeast: Primary Screen. AID 1347071, 2019. 0.063% of 410,000 active. yeast expressing A-beta42, growth rescue, OD600, 48 h; response scale: 0% DMSO, 100% iron-clioquinol control. Potency, µM (doses to about 46.1 µM), without a hit: top-dose growth rescue, usual class: activators; also: potency is read from the fitted curve at half-maximal effect; nearly all actives have a fitted effect of over 55% in size
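Yeast A-beta toxicity model in growth medium with pinned compounds, 48 h at 30 C; growth read as absorbance at 600 nm. Normalized to FeCl3/clioquinol equimolar mix (positive) and DMSO (negative).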
aSyn rescue – qHTS of alpha-syn Inhibitors; Yeast expressing alpha-synuclein, growth rescue, BacTiter-Glo, 24 h; Potency, µM (top dose mostly 46.1 µM), for inactives: at the top dose growth rescue (activation), most hits filed as activators; 0.14% of 370,000 active; AID 652106, 2013; also: potency is read from the fitted curve at half-maximal effect; % of control where 0% means no effect; nearly all actives have a fitted effect of over 65% in size
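Screening used galactose-induced yeast with toxic alpha-synuclein levels, exposed to compound for 24 hr at 30 deg C. Cell growth, read with BacTiter-Glo luminescence, gave the measured signal.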
EPAC1 ag – qHTS for Agonist of cAMP-regulated guanine nucleotide exchange factor 3 (EPAC1): primary screen; 0.073% of 360,000 active; AID 720707, 2013; Rap guanine nucleotide exchange factor 3 (Homo sapiens), O95398; EPAC1 agonist qHTS, biochemical assay; response scale: 100% = response to 6.5 mM cAMP; Potency, µM (top dose mostly 154 µM), without a hit: at the highest dose activation, hits mostly activators; also: potency is read from the fitted curve at half-maximal effect; nearly all actives have a fitted effect of over 60% in size
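Compounds were pinned as a concentration titration into mixtures of EPAC1 (100 nM), BODIPY-GDP-loaded Rap1B (250 nM) and GDP (50 uM). After 5 min at room temperature, fluorescence was followed for 30 min; activity was scaled to 6.5 mM cAMP.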
FUS yeast rescue – qHTS for Suppressors of FUS Proteinopathy: Primary screen using FUS-linked yeast assay. S. cerevisiae FUS-expressing, growth rescue, OD600, 24 h. Potency, µM (highest dose often 76.6 µM), inactives show at the highest dose growth rescue (activation), most hits filed as activators. 0.24% of 390,000 active;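 also: potency is read from the fitted curve at half-maximal effect; plate controls were DMSO vehicle for no effect and reference control for full effect; nearly all actives have a fitted effect of over 55% in size; some results filed as inactive show a strong effect at the top dose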
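Cultures pregrown in 2.5% raffinose medium are shifted to minimal medium containing 2% galactose to express toxic FUS. Compounds are tested at several concentrations. After 24hr at 30C, growth is quantified at 600 nm absorbance.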
WRN helicase inh – qHTS for Inhibitors of WRN Helicase. Bifunctional 3'-5' exonuclease/ATP-dependent helicase WRN (Homo sapiens), Q14191. WRN helicase unwinding, fluorescent forked duplex, kinetic. Potency, µM (doses to about 114 µM), without a hit: at the top dose activity change, negative = inhibition, actives largely listed as inhibitors. 0.46% of 360,000 active. AID 651768, 2012; also: potency is read from the fitted curve at half-maximal effect; % is scaled to controls: 0 for no effect and ±100 for the full control effect; nearly all actives have a fitted effect of over 55% in size
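Kinetic fluorescence helicase assay: unwinding of a quenched forked DNA duplex (100 nM final) with 2 mM ATP final raises red fluorescence (525/598 nm). Compounds sat 15 min at room temperature with 20 nM WRN beforehand.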
PLK1 PBD block – qHTS for Inhibitors of PLK1-PDB (polo-like kinase 1 - polo-box domain): Primary Screen | Serine/threonine-protein kinase PLK1 (Homo sapiens), P53350 | Plk1 PBD binding of FITC phosphopeptide, fluorescence polarization | Potency, µM, without a hit: max response, negative = inhibition, hits mostly inhibitors | 2.8% of 360,000 active; also: potency is read from the fitted curve at half-maximal effect; series mostly up to about 57 µM; % is scaled to controls: 0 for no effect and ±100 for the full control effect; nearly all actives have a fitted effect of over 65% in size
Target sequence (P53350 whole entry, looked up, the tested form may be a part): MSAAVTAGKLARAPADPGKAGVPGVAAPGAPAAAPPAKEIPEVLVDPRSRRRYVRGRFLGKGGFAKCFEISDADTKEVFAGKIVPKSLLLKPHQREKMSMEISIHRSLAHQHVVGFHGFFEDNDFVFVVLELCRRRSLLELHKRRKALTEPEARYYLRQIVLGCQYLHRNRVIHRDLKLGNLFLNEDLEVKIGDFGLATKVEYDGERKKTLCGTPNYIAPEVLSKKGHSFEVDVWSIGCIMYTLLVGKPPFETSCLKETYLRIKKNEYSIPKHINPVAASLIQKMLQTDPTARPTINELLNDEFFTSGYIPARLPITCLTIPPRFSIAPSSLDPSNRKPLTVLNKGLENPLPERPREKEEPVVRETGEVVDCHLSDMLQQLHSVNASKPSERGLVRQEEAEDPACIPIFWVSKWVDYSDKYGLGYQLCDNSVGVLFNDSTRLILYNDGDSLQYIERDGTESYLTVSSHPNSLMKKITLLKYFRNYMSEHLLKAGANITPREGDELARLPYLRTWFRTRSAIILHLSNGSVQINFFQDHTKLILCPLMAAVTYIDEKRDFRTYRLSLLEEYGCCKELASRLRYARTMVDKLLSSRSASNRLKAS
PI5P4K alpha inh – qHTS for Inhibitors of phosphatidylinositol 5-phosphate 4-kinase (PI5P4K); Phosphatidylinositol 5-phosphate 4-kinase type-2 alpha (Homo sapiens), P48426; PI5P4Kalpha enzyme, ADP-Glo luminescence, 60 min; active compounds read low; max response, %; 1.2% of 330,000 active; AID 652105, 2013; active = max response of -50% or lower; inconclusive = between -30% and -50%; inactive = -30% or higher; also: value at the top dose of about 77 µM; % is scaled to controls: 0 for no effect and ±100 for the full control effect
Target sequence (P48426 whole entry, looked up): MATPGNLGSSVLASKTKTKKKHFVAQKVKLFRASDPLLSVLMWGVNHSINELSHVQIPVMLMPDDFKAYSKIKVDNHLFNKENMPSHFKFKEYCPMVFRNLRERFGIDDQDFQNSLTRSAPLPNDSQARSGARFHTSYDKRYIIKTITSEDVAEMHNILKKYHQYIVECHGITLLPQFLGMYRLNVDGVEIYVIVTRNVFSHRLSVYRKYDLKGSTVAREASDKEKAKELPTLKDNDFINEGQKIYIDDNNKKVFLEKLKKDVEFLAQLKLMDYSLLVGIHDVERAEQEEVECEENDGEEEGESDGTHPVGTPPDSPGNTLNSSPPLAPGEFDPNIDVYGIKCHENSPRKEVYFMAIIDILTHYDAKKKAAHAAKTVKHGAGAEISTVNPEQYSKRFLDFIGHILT
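qHTS, 1536-well: enzyme/substrate mix, compound by pin tool, 5 microM ATP final; RT 60 min; ADP-Glo reagents 1 (45 min) then 2 (30 min); luminescence.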
EPAC1 antag – qHTS for Antagonist of cAMP-regulated guanine nucleotide exchange factor 3 (EPAC1): primary screen; Rap guanine nucleotide exchange factor 3 (Homo sapiens), O95398; EPAC1 GEF assay, Rap1b-BODIPY-GDP exchange fluorescence; Potency, µM (highest dose often 115 µM), for inactives: at the highest dose activity change, negative = inhibition, usual class: inhibitors; 0.14% of 360,000 active;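 also: potency is read from the fitted curve at half-maximal effect; plate controls were vehicle for no effect and positive control for full effect; nearly all actives have a fitted effect of over 50% in size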
IL-2 act – qHTS of IL-2 Activators. AID 652025, 2013. activation, % (series mostly up to about 46 µM). IL-2 activation reporter assay, cell-based qHTS; stimulated with anti-CD3/CD4/CD28 beads; in transgenic mouse T cells. 0.065% of 360,000 active; in the data active = activation above about 50%; inconclusive = mostly about 30% to 49%; also: 0% is about no effect
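Readout: EGFP and DsRed signals by fluorescent plate cytometry. Unstimulated transgenic mouse T cells received compound 60 min before antibody-bead stimulation, then incubated 18 h at 37 degrees C.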
* hit, by the source's call; ? = inconclusive; . = no result given; & = joins results of further samples; [ ] = dose if it differs, or a comment. Unless noted, calls follow the shape of the dose curve; as a rule, active = well fitted curve in the direction sought with a large enough effect; inconclusive = small, poorly fitted or top-dose-only effect, or another doubt; inactive = no such curve, though single readings can be large; an effect the other way counts as inactive or inconclusive.

SMILES	Abeta rescue	aSyn rescue	EPAC1 ag	FUS yeast rescue	WRN helicase inh	PLK1 PBD block	PI5P4K alpha inh	EPAC1 antag	IL-2 act
NS(=O)(=O)c1ccc(CNC(=O)C23CC4CC(CC(C4)C2)C3)cc1	9%	0%	4%	12%	-10%	-4%	1	4%	2.4
Cc1cc(C(=O)OCC(=O)NC(C)C)c2ccccc2n1	15%	10%	-15%	-5%	4%	12µM*	?	3%	-3.5
Cc1ccc(NC2=NCC(=O)N2c2ccc3c(c2)OCCO3)c(C)c1	-11%	6%	6%	29%	6%	-12%	3	-4%	0.0
O=C1c2cc(S(=O)(=O)NCCO)ccc2-c2ccc(S(=O)(=O)NCCO)cc21	0%	-4%	0%	14%	4%	-25%	-1	13%	-3.7
COCCN(C(=O)c1csnn1)C(C(=O)NC1CCCCC1)c1cccs1 (stereo not drawn)	-5%	5%	16%	6%	9%	-3%	-2	-1%	-2.9
CC1CC(C)CN(CC(=O)NNC(=O)COc2ccc(Cl)cc2)C1 (stereo not drawn)	-3%	9%	2%	-25%	9%	-2%	1	-11%	-0.6
N#C/C(=C/c1ccc(C(=O)O)cc1)C(=O)Nc1ccccc1	-19%	-3%	-2%	13%	-6%	-10%	-1	15%	2.8
Cn1c(SCc2cc(=O)[nH]c3ccccc23)nnc1-c1ccco1	6%	0%	1%	-4%	-10%	0%	0	-11%	-0.1
CC(C)c1ccc(NC(=S)NCCc2c[nH]c3ccccc23)cc1	-48%[inhibitor]	2%	24%	28%	-27%	-10%	7	-15%	-0.3
CCOC(=O)c1cc(-c2ccc(C)o2)n[nH]1	2%	2%	-10%	18%	-4%	-17%	.	11%	-2.5
COc1ccc(CCC(=O)N/N=C\c2cccs2)cc1	-10%	-2%	-2%	?	-2%	-13%	-7	-9%	1.4
Cc1ccc(S(=O)(=O)N2CCN(C(=O)COC(=O)c3ccc(Cl)c(S(N)(=O)=O)c3)CC2)c(C)c1	4%	0%	4%	.	-1%	-1%	8	6%	-1.2
O=C(c1ccccc1)N1CCN(CC#Cc2ccccc2)CC1	-17%[9.22 µM]	-2%	2%	-32%	-18%	-6%	4	-19%	-0.1
CC(=O)c1ccc(N2CCN(C(C)C(=O)Nc3ccc4c(c3)OCCO4)CC2)cc1 (stereo not drawn)	14%	0%	15%	7%	-13%	1%	0	-8%	-0.2
COc1cc(CN2C[C@@H](CO)O[C@@H](n3cnc4c(NC5CCC5)ncnc43)C2)cc(OC)c1OC	-17%	-4%	-3%	?	0%	-4%	-2	-3%	-0.5
O=c1cc(CO)oc(CN2CCN(c3ccccc3F)CC2)c1O	-13%	-16%	-15%	-4%	-3%	0%	-1	1%	-0.1
O=C1COc2ccc(S(=O)(=O)N3CCCCC3)cc2N1	10%	0%	-4%	-16%	5%	-2%	-7	-6%	-0.2
CCCC(=O)N(c1ccc(OCC)cc1)C1C=CS(=O)(=O)C1 (stereo not drawn)	11%	0%	1%	32%	-1%	-5%	.	2%	-0.3
Cc1ccc(S(=O)(=O)N2CCOCC2)cc1C(=O)Nc1cc(Cl)ccc1N1CCOCC1	1%	5%	16%	6%	-1%	9%	1	-10%	-4.3
CC(C)CC(c1nnnn1C1CCCC1)N1CCC(C(N)=O)CC1 (stereo not drawn)	5%	2%	4%	16%	2%	?	-5	9%	0.9
Cc1cccc(/C=N/NC(=O)c2ccc(NC(=O)c3ccccc3Cl)cc2)n1	-1%	-14%	2%	5%	20%	-5%	-4	27%	2.0
Cc1cc(C(F)(F)F)n(-c2nc(C(=O)Nc3cccnc3)cs2)n1	-18%	9%	-12%	6%	-2%	4%	1	6%	1.8
CC(=O)N(C)c1ccc(NC(=O)Nc2ccccc2C)cc1	-7%	0%	1%	-4%	-7%	1%	3	5%	-1.1
CC(C)(C)OC(=O)NCc1ccc(CNC(=O)c2[nH]cnc2C(=O)N[C@@H](Cc2ccccc2)C(=O)OCc2ccccc2)cc1	3%	-6%	-12%	?	-14%	-6%	-4	-17%	-4.6
CC(=O)c1c(C(C)=O)c(C)n(-c2cccc([N+](=O)[O-])c2)c1C	-10%	-4%	-1%	6%	-9%	-5%	3	-2%	0.8
O=C1CCc2cc(S(=O)(=O)NC(Cc3ccccc3)C(=O)NC3CCCC3)ccc2N1 (stereo not drawn)	-17%	-2%	-6%	4%	7%	-4%	6	-18%	0.0
CCC1CCCCN1CCCNC(=O)c1ccc2c(c1)c(C)c(C)n2CC (stereo not drawn)	0%&-7%	0%	-6%	4%&16%	0%	-5%	2	0%	-2.4
COc1ccc(S(=O)(=O)NC(=O)C2(C)CCN2C(=O)CC2CCCCC2)cc1OC (stereo not drawn)	-3%	11%	4%	10%	5%[57.1 µM]	-3%	3	-7%	-0.7
CCOC(=O)c1sc(=S)n(CC)c1N	5%	2%	12%	4%	0%	-20%	1	?	0.0
O=C(CCCn1c(=O)oc2ccccc21)N1CCc2ccccc2C1	-11%	-4%	4%	11%	2%	-16%	-2	-12%	-0.2
O=C(Nc1nc(=O)[nH]s1)c1ccccc1	-4%	-8%	-7%	-16%	3%	-19%	0	-10%	-2.2
COc1ccc2[nH]c(-c3ccc(C)cc3)cc(=O)c2c1	-10%	-10%	2%	-10%	-12%[57.1 µM]	2%	-16	-6%	-0.1
CCNS(=O)(=O)c1ccc(NS(=O)(=O)c2cc(C)ccc2C)cc1	?	2%	6%	-4%	-7%	-2%	-7	-11%	0.9
CCC1CCCCN1CCN1C(=O)C2C(C(=O)Nc3ccc(OC)cc3)C3C=CC2(O3)C1C(=O)NC1CCCCC1 (stereo not drawn)	-3%	-6%	7%	27%	-2%	-4%	-1	13%	-0.3
Cc1ccc(CN(Cc2cc3cccc(C)c3[nH]c2=O)C(=O)N(C)C)cc1	10%	7%	0%	-4%	4%	-2%	-3	7%	-1.5
O=[N+]([O-])c1ccc(-c2c(-c3ccccc3)ncc3ccc(F)cc23)cc1	-37%[inhibitor]	-24%	-5%	11%	-12%	0%	-5	-8%	-0.2
CCOC(=O)C1C(c2ccccc2)C(C(=O)OCC)C1c1ccccc1 (stereo not drawn)	16%	3%	6%	-12%	-4%	-1%	.	5%	0.0
Cc1ccc(Nc2n[nH]c(=S)s2)c(C)c1	1%	-7%	-1%	10%	-2%	24µM*	-88*	9%	-2.3
CCOc1ccc(CCN2C(=O)C(=O)N([C@@H](Cc3ccc(O)cc3)CN3CCC[C@H]3CN3C(=O)C(=O)NC[C@@H]3Cc3ccccc3)C[C@@H]2Cc2ccc(O)cc2)cc1	-5%	-1%	10%	?	-9%	-5%	-1	-9%	-0.4
Cc1cccc(N2CCN(C(=S)NCCc3ccccc3)CC2)c1C	7%	-1%	4%	5%	-1%[57.1 µM]	10%	11	15%	0.5
NC1=NC(=O)C(Cc2cccc(Cl)c2Cl)S1 (stereo not drawn)	2%	-1%	3%	36%	-25%[57.1 µM]	4%	-8	33%[activator]	3.5
O=C(CSc1ccc(-c2nc3ccccc3[nH]2)cn1)Nc1ccc(S(=O)(=O)N2CCCC2)cc1	5%	6%	1%	.	-2%	3%	-14	10%	-0.1
O=C(CN1C(=O)C2CC=CCC2C1=O)NC1CCCCC1 (stereo not drawn)	-15%	1%	8%	-7%	-9%	-13%	-3	-8%	-1.9
CN(Cc1ccccc1)C(=O)COc1cccnc1[N+](=O)[O-]	-3%	0%	1%	7%	-5%	4%	-1	-10%	-2.5
Cc1ccccc1CN1CCC(CNC(=O)Nc2ccc(F)cc2F)CC1	6%	-18%	3%	16%	0%	-13%	1	-6%	-2.9
Cc1cc(N2CCOCC2)nc2ccc(Cl)cc12	7%	2%	7%	-7%	1%	-1%	8	-9%	-0.5
COc1ccccc1N1CCN(C(=O)c2sc3nc(-c4ccc(F)cc4)cn3c2C)CC1	30%	17%	-4%	?	0%	-5%	-2	7%	-2.1
CCOC(=O)c1oc2nc3c(cc2c1N)CCCC3	-28%	6%	0%	-11%	-9%	1%	-1	-22%	4.6
Cn1cc(Br)c(C(=O)NC2CCCCC2)n1	?	-6%	-8%	-37%	-2%	3%	-4	5%	-2.0
Cc1cccc(/C=N/NC(=O)c2ccccc2OCc2cccc(Br)c2)n1	0%	?	2%	22%	-3%[57.1 µM]	3%	-16	-6%	-0.8
Cc1cc(NC(=S)N(CCCN2CCN(C)CC2)Cc2ccco2)ccc1Cl	-12%	1%	-1%	14%	3%	-7%	-1	-3%	3.7
CC(=O)Nc1ccc(OS(=O)(=O)c2ccccc2C)cc1	-1%	1%	-6%	6%	9%	-4%	10	-5%	-0.7

A different layout for part of the listing above.
Values run as follows: Abeta rescue, aSyn rescue, EPAC1 ag, FUS yeast rescue, WRN helicase inh, PLK1 PBD block, PI5P4K alpha inh, EPAC1 antag, IL-2 act
- Cc1cc(N2CCOCC2)nc2ccc(Cl)cc12
→ 7%, 2%, 7%, -7%, 1%, -1%, 8, -9%, -0.5
- COc1ccccc1N1CCN(C(=O)c2sc3nc(-c4ccc(F)cc4)cn3c2C)CC1
→ 30%, 17%, -4%, ?, 0%, -5%, -2, 7%, -2.1
- CCOC(=O)c1oc2nc3c(cc2c1N)CCCC3
→ -28%, 6%, 0%, -11%, -9%, 1%, -1, -22%, 4.6
